ERp5 inh: inhibitors of human ERp5 | Q15084 | ERp5 insulin aggregation, absorbance 650 nm, 90 min | inhibition, % at 9.99 µM | 350,000 compounds, 0.05% hits;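 active means mean replicate inhibition above about 25%, with every replicate also reaching it, limit read from the data, passing the limit was not always enough; inconclusive means only one of those two criteria met; inactive means neither criterion met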
Target sequence (Q15084 whole entry, looked up): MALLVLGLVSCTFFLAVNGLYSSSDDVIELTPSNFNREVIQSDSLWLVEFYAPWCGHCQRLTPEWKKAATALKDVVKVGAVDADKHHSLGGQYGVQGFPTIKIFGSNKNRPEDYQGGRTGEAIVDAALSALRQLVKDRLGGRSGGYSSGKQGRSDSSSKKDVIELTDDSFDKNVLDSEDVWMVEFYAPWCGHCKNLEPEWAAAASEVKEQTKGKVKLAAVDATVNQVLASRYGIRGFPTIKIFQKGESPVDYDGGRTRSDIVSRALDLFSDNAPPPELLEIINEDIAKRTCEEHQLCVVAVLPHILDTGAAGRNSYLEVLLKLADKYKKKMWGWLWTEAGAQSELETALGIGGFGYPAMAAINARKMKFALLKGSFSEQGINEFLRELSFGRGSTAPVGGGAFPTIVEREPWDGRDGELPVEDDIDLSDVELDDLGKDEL
PAX8 inh HTS: PAX8 transcriptional activity inhibition; RMG-I TPO-luciferase reporter, SteadyGlo, 24 h; inhibition, % at 12.6 µM; AID 652154; 360,000 compounds, 1.2% hits;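 active means mean replicate inhibition at least 60% with every replicate also reaching 60%; inconclusive means only one of the two criteria is met; inactive means mean below 60% and not all replicates reaching 60%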;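 further: luciferase light reporting Pax8 driven TPO promoter activity; plate controls were median of neutral control wells for no effect and mitoxantrone controls for full effect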
EWS-Fli block: EWS/Fli transcriptional activity inhibition. inhibition, % at 12.6 µM. A673 NR0B1-luciferase reporter, viability-normalised. AID 651661. 350,000 compounds, 0.67% hits;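 active means mean inhibition of at least 50% after viability correction, with every replicate also passing that limit; inconclusive means mean reaches 50% but only one of two replicates passes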;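 further: firefly luciferase signal divided by Alamar Blue viability fluorescence both relative to DMSO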
GSIS activator: GLuc luminescence reporter in INS-1E cells, primary screen for activators of glucose-dependent secretion of insulin; INS-1E GLuc reporter insulin secretion, 2-3 h; activation, % at 16.6 µM; 370,000 compounds, 0.61% hits; AID 743287;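 active means lowest replicate activation of at least 40%, so every replicate reaches that level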;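 further: 0% = median of neutral control wells and 100% = median of IBMX positive control wells; some compounds called inactive have numbers as strong as hits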
ARNT TACC3 PPI: disruptors of human ARNT/TACC3 interaction; Q9Y6A5; AlphaScreen His-ARNT PAS-B/GST-TACC3 binding, luminescence; TACC3 fragment carries E629A point mutation; inhibition, % at 9.99 µM; 390,000 compounds, 0.66% hits; AID 623870;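 active means mean inhibition of replicates at least 50% and at least half of replicates each reaching 50%; inconclusive means half or more replicates reach 50% but mean below 50%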;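 further: 0% = complete ARNT plus TACC3 wells and 100% = ARNT alone without TACC3; many hits fall short of the cut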
CFTR F508del cor: correctors of CFTR F508del function in bronchial epithelial cells; CFBE cells, YFP halide quenching; stimulated with forskolin plus potentiator P3; % fluorescence drop versus neutral controls; activity (quench increase), % at 7.58 µM; 350,000 compounds, 0.36% hits;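 active means mean added fluorescence quench of at least 8% versus neutral control, with both replicates also reaching 8%; inconclusive means only one of the mean or replicate conditions met; inactive means mean below 8% and not both replicates reaching 8%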;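 further: cells transiently co-express mutant CFTR-F508del with the halide-sensitive YFP; corrector assay measuring rescue of mutant channel to the surface after 24 h compound exposure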
DENV2 CPE: protects cells from dengue virus 2 cytopathic effect | DENV2-infected cells, cytopathic effect rescue, plate reader | CPE inhibition, % at 9.99 µM | 350,000 compounds, 1.7% hits | AID 651640; in the data active means CPE inhibition above about 20%, passing the limit was not always enough; inconclusive means no clear call, values can overlap the other calls; tested in BHK-21 cells;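 further: 0% = median of neutral control wells and 100% = median of positive control wells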
XiGFP reactiv: activators of X-chromosome reactivation in mouse fibroblasts | activation, % at 7.58 µM | XiGFP mouse fibroblasts, % GFP-positive cells imaging, 3 d; cells co-treated with 5-aza-dC sensitizer; scaled so ellipticine positive control = 100% | 360,000 compounds, 0.055% hits | AID 743238;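 active means mean normalized replicate activation at least 10% and every replicate at or above 10%; inconclusive means only one of the two criteria met; inactive means mean below 10% and not all replicates reach 10%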;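 further: 0% = median of on-plate neutral control wells and 100% = ellipticine 6 µM median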
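Assay system: SV40-immortalized XiGFP fibroblast cells, line 68-5-11; buffer or medium: DMEM plus 5-aza-dC sensitizer; compound: one concentration, pinned; timing: compounds 3 days, fix/stain 15 min at room temperature; benchmarks: positive control ellipticine, 6 µM final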
An asterisk follows results filed as active; ? = inconclusive; . = not tested or not shown; & = joins results of further samples.

SMILES	ERp5 inh	PAX8 inh HTS	EWS-Fli block	GSIS activator	ARNT TACC3 PPI	CFTR F508del cor	DENV2 CPE	XiGFP reactiv
CCCNC(=O)COC(=O)c1ccc(-c2ccccc2)cc1	8	7	4	-16	-3	0.8	1	0.1
Cc1ccccc1NC(=O)c1sc2nc(N3CCOCC3)c3c(c2c1N)CCCC3	-1	-11	-24	12	10	0.4	-2	0.1
O=C(c1ccccc1)c1c[nH]c(C(=O)NNc2cccc(Cl)n2)c1	1	-5	-10	-11	4	2.0	-9	0.0
Cc1cc(OCC(=O)NCCCN2CCCC2=O)c2c(C)cc(=O)oc2c1	8	-3	-2	14	.	1.4	-1	0.0
CC[C@]12c3[nH]c4ccccc4c3CCN1C(=O)C(CC(=O)NCc1cccc(C(F)(F)F)c1)C[C@@H]2C(=O)N1CCN(C(=O)C2CC2)CC1 (stereo partly drawn)	0	32	-7	-41	0	0.1	-3	-0.1
C[C@@H]1CN([C@H](C)CO)C(=O)CCCn2cc(nn2)CO[C@H]1CN(C)Cc1ccc2cccnc2c1	-1	.	0	1	-12	4.6	9	0.0
O=C(NC(=S)Nc1cccc(NC(=S)NC(=O)c2ccco2)n1)c1ccco1	-1	-7	9	-7	10	0.7	10	0.4
CO[C@@H]1CN(C)C(=O)c2cc(NC(=O)c3ccccc3)ccc2OC[C@H](C)N(C)C[C@@H]1C	1	.	3	14	-8	-0.6	8	-0.2
Cc1cc(C)c(C)c(OCCN2CCOCC2)c1	1	-8	1	3	-5	4.9	10	0.1
CO[C@H]1CN(C)C(=O)c2ccc(NC(=O)C3CCOCC3)cc2OC[C@H](C)N(C)C[C@@H]1C	-1	.	.	0	.	-1.5	13	0.5
Cc1ccc2oc(C(=O)NCC3CCOCC3)c(C)c2c1	0	-52	.	3	.	-3.2	-9	0.0
O=C(NCc1cccnc1)c1ccc([N+](=O)[O-])o1	5	9	20	-10	-3	.	2	0.2
C[C@H](CO)N1C[C@H](C)[C@H](CN(C)Cc2ccc(Oc3ccccc3)cc2)Oc2ccc(NS(C)(=O)=O)cc2C1=O	5	7	10	3	4	3.5	19	-0.1
O=C(NCc1cc(C(F)(F)F)ccc1Cl)c1cccc2c1C(=O)c1ccc(Cl)cc1S2(=O)=O	1	9	4	2	.	-1.4	-2	0.0
Cc1cccnc1C(NC(=O)C1CCN(Cc2cn(C)c3ccccc23)CC1)c1ccc(Cl)cc1 (stereo not drawn)	2	36	23	-32	.	-4.2	-3	0.0
CN(C)Cc1c(C(=O)N/N=C/c2cccc3ccccc23)nnn1-c1nonc1N	0	8	.	9	.	3.5	5	0.0
Cc1c(C(=O)OCC(=O)N(C)Cc2ccccc2)oc2ccccc12	-3	-1	-9	-48	.	0.5	-14	0.0
Nc1ccccc1SC1CC(=O)N(c2ccc3c(c2)OCO3)C1=O (stereo not drawn)	0	23	-14	19	-2	0.3	-1	0.2
CC(NC(=O)c1ccc(C23CC4CC(CC(C4)C2)C3)cc1)C(=O)O (stereo not drawn)	1	-6	5	1	-4	-4.3	-1	-0.1
Cc1ccccc1SCC(=O)OCC(=O)NCc1ccccc1	0	2	3	-5	-2	-1.3	-4	0.3
O=C(NCCc1ccccc1)C1CCN(S(=O)(=O)N2CCOCC2)CC1	7	4	.	5	3	-2.8	-3	0.0
COc1ccc(S(=O)(=O)Nc2ccc3c(c2)C(=O)N([C@@H](C)CO)C[C@@H](C)[C@H](CN(C)C(=O)NC(C)C)OCCCC[C@@H](C)O3)cc1	2	-25	-6	7	-5	0.9	5	-0.9
CCCN1C[C@@H](C)[C@@H](OC)CN(C)C(=O)c2cc(NC(=O)C3CCOCC3)ccc2OC[C@@H]1C	-1	.	0	33	-9	1.5	-3	0.5
CN(CC(=O)NCc1cccs1)S(=O)(=O)c1cccc2cccnc12	-2	0	-1	-10	1	-0.7	-2	-0.1

Exported in CSV form: 7 of the compounds above
Compound,ERp5 inh,PAX8 inh HTS,EWS-Fli block,GSIS activator,ARNT TACC3 PPI,CFTR F508del cor,DENV2 CPE,XiGFP reactiv
CN(C)Cc1c(C(=O)N/N=C/c2cccc3ccccc23)nnn1-c1nonc1N,0,8,.,9,.,3.5,5,0.0
Cc1c(C(=O)OCC(=O)N(C)Cc2ccccc2)oc2ccccc12,-3,-1,-9,-48,.,0.5,-14,0.0
Nc1ccccc1SC1CC(=O)N(c2ccc3c(c2)OCO3)C1=O (stereo not drawn),0,23,-14,19,-2,0.3,-1,0.2
CC(NC(=O)c1ccc(C23CC4CC(CC(C4)C2)C3)cc1)C(=O)O (stereo not drawn),1,-6,5,1,-4,-4.3,-1,-0.1
Cc1ccccc1SCC(=O)OCC(=O)NCc1ccccc1,0,2,3,-5,-2,-1.3,-4,0.3
O=C(NCCc1ccccc1)C1CCN(S(=O)(=O)N2CCOCC2)CC1,7,4,.,5,3,-2.8,-3,0.0
COc1ccc(S(=O)(=O)Nc2ccc3c(c2)C(=O)N([C@@H](C)CO)C[C@@H](C)[C@H](CN(C)C(=O)NC(C)C)OCCCC[C@@H](C)O3)cc1,2,-25,-6,7,-5,0.9,5,-0.9

(list continues)
SMILES	ERp5 inh	PAX8 inh HTS	EWS-Fli block	GSIS activator	ARNT TACC3 PPI	CFTR F508del cor	DENV2 CPE	XiGFP reactiv
CCOC(=O)C1=CCN(S(=O)(=O)c2ccc(Cl)cc2)C1c1cccc(C)c1 (stereo not drawn)	1	3	1	20	.	-0.8	6	-0.1
Cc1noc(C)c1S(=O)(=O)N(C)C[C@@H]1Oc2ccc(NC(=O)Cc3cn(C)c4ccccc34)cc2CC(=O)N([C@H](C)CO)C[C@@H]1C	0	.	0	1	-3	0.2	14	-1.0
O=C(NCCOc1ccc(F)cc1)C1CCC(=O)N(Cc2ccc(Cl)cc2)C1 (stereo not drawn)	-5	14	-2	-32	.	3.2	1	0.1
CCCC#Cc1ccc([C@H]2[C@@H](CO)N(C(=O)NC(C)C)[C@@H]2CNC(C)=O)cc1	-6	.	3	.	.	2.0	1	-0.1
Cc1c(Cl)cnc(NC(=O)COC(=O)Cc2coc3ccc4ccccc4c23)c1Cl	4	22	1	-25	-3	.	86*	0.0
Cc1cc(C(=O)N2CCCC(CO)(Cc3ccc(F)cc3F)C2)nn1C (stereo not drawn)	-4	-12	4	14	.	-0.8	8	0.6
CN(Cc1ccccc1)C(=O)c1ccc(NC(=O)Cc2ccc(NC(=O)C3CCCN(C(=O)c4ccccc4)C3)cc2)cc1 (stereo not drawn)	4	13	3	10	0	-1.6	-15	-0.1
O=S(=O)(Nc1ccc(-c2nc3cccnc3s2)cc1)c1cccs1	6	-33	-43	-3	-5	-2.2	-3	0.0
O=S(=O)(c1ccccc1C(F)(F)F)N1C=CC(C(F)(F)F)=NCC1	7	8	9	19	.	1.9	-4	7.8
Cc1ccc(OCC(O)CN2C(=O)NC(C)(C)C2=O)c(C)c1 (stereo not drawn)	7	14	1	2	32	.	4	0.4
O=C(c1cccc(S(=O)(=O)Nc2ccc(F)cc2)c1)N1CCOCC1	0	2	-1	1	1	-1.7	-4	0.0
COCCNC(=O)CSc1nnc(-c2ccc(C)cc2)c(-c2ccc(C)cc2)n1	-1	0	8	-9	-3	0.8	-1	0.1
OC[C@H]1O[C@@H](c2nc(-c3ccccc3Br)no2)[C@H](O)[C@@H](O)[C@H]1O	-3	0	-6	4	.	-2.8	0	0.0
CCOC(=O)CCCN(c1[nH]c(C)c(C)c1C#N)S(=O)(=O)c1ccc(C)cc1	-4	-1	-4	-17	.	-0.3	?	0.0
CNC(=S)N/N=C/c1ccc(-c2cc([N+](=O)[O-])ccc2Cl)o1	0	10	3	-10	12	1.8	1	0.0
Cn1cc(C(=O)N2CCCC(Nc3ccc(F)cc3)C2)c2ccccc21 (stereo not drawn)	-9	11	11	-9	5	0.9	-7	0.0
C[C@@H]1CN([C@@H](C)CO)C(=O)c2cccc(NC(=O)C3CCOCC3)c2O[C@@H]1CN(C)CC1CC1	-3	-6	-9	0	15	-2.0	-4	0.2
Cc1ccc2[nH]c3c(=O)n(CC(=O)N4CC(C)CC(C)C4)ncc3c2c1 (stereo not drawn)	7	24	4	16	1	2.6	-1	0.1
COc1ccccc1-c1cn(CC[C@H]2CC[C@@H](NC(=O)C3CCCCC3)[C@@H](CO)O2)nn1	-2	17	4	-1	-5	-5.1	4	0.0
Cc1cc2c3c(c1C)C(=O)C(=O)N3C(C)(C)CC2C (stereo not drawn)	1	5	8	2	.	-5.9	1	0.0
CCN(CC)c1ccc(/C=N/NC(=O)c2cccc(N3CCCC3=O)c2)cc1	4	-3	-34	1	3	2.3	2	0.0
NC(=O)C1=C[C@@H](c2coc3ccccc3c2=O)C[C@@H](OCc2ccc(CO)cc2)O1	3	17	-2	-3	0	-0.6	15	0.2
C[C@H]1CN([C@@H](C)CO)S(=O)(=O)c2ccc(C3=CCCC3)cc2O[C@@H]1CN(C)C(=O)c1cccnc1	2	.	-3	30	-16	-2.7	4	0.0
Cc1ccc(NC(=O)COc2ccc3c(c2)OCO3)c(Cl)c1	-2	-203	-34	-12	26	-0.7	?	0.0
COc1cc2c(C(=O)NCCN(C)C)cn(CC(C)C)c(=O)c2cc1OC	?	7	0	3	16	0.5	-7	0.0
COc1ccc(S(=O)(=O)Nc2ccc3c(c2)C(=O)N([C@H](C)CO)C[C@H](C)[C@H](CN(C)C(=O)Nc2ccc(F)cc2)OCCCC[C@H](C)O3)cc1	2	30	-3	-14	-9	-4.4	-4	-0.1
CC1CCc2cc(F)ccc2N1S(=O)(=O)c1ccc(F)cc1 (stereo not drawn)	0	-5	-5	-24	-13	1.1	4	0.0
COc1ccc2c3c([nH]c2c1)[C@@H](CO)N(S(C)(=O)=O)CC31CN(C(=O)Nc2ccccc2)C1	2	-12	-6	-2	.	0.8	7	-0.1
NS(=O)(=O)c1cccc(NC(=O)Nc2ccc(Cl)cc2)c1	10	-51	-85	-16	-7	1.4	2	-0.3
O=C(COc1ccc(Cl)cc1)Nc1nnc(C2=COCCO2)o1	3	-4	4	7	47*	-2.7	2	0.0
CCC1=C(OC(=O)N(CC)CC)N2C(=O)OC(=NCC3CC3)[C@]2(Cc2ccccc2)[C@H]2C1=CC[C@H]1C(=O)NC(=O)[C@H]12	-5	-7	-1	-19	2	0.0	5	0.0
CN1/C(=C\C(=O)C[n+]2ccc(C(=O)c3ccccc3)cc2)C(C)(C)c2ccccc21	8	?	21	.	8	-2.5	-1	0.0
Cc1ccc[n+](-c2nc3ccccc3nc2C(=C=[N-])C#N)c1	1	-23&-18	0	-9&-6	3&5	-2.7	9	-0.1
CC(C)N(Cc1cnn(C)c1)C(=O)c1ccc(OC2CCN(Cc3ccccn3)CC2)cc1	-2	8	-6	-4	6	1.7	1	-0.1

Outcome played no part in choosing rows. Share with any hit: about 4.2%.
